Source: PubChem BioAssay
LYP inhibition = inhibitors of LYP phosphatase, biochemical, fluorescence intensity, uHTS (AID 1779); inhibition, % at 11.5 µM; hits with a dose series show IC50 in µM; recombinant LYP phosphatase, fluorescence intensity; higher % means a stronger effect; 290,000 tested, 0.054% active; Tyrosine-protein phosphatase non-receptor type 22 (Homo sapiens);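 also: plate controls were vehicle with enzyme for no effect and no enzyme for full effect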
KOR beta-arrestin-1 = KOR agonists, beta-arrestin recruitment, primary screen, cell-based, luminescence, uHTS (AID 1777); KOR beta-arrestin recruitment, luminescence; higher % means a stronger effect; activation, % at 10 µM, or EC50 in µM where a hit was titrated; 280,000 tested, 0.02% active; Kappa-type opioid receptor (Homo sapiens); in the data active = activation above about 50%, passing the limit was not always enough; also: a part of the inactive calls stands beside numbers as strong as those of hits
SIAH1 antagonists = Siah-1 peptide-binding antagonists, primary screen, biochemical, fluorescence polarization, rhodamine-plectin, uHTS (AID 1817). E3 ubiquitin-protein ligase SIAH1 (Homo sapiens). displacement, % at 20 µM, or IC50 in µM where a hit was titrated. 290,000 tested, 0.02% active. Siah-1 / rhodamine-plectin peptide fluorescence polarization; higher % means a stronger effect;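 active = displacement of at least 50% at 20 µM, with a fluorescence ratio check between 0.3 and a set limit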;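 also: plate controls were Siah plus tracer with DMSO for no effect and tracer alone without Siah for full effect; strong numbers were not always called active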
HIV fusion peptide = inhibitors of HIV fusion peptide binding, primary screen, biochemical, uHTS, fluorescence dequenching (AID 1986); 290,000 tested, 0.3% active; inhibition, % at 20 µM, or IC50 in µM where a hit was titrated; cell-free peptide binding, fluorescence dequenching, 30 min; higher % means a stronger effect; in the data active = inhibition mostly above about 52%, no sharp cut-off; inactive = mostly below about 76%; also: some results filed as inactive read as strong as hits
NOD1 NF-kB reporter = NOD1 signaling inhibitors, primary screen, cell-based, luminescence, uHTS (AID 1578); NOD1-driven NF-kB luciferase reporter cells, luminescence; higher % means a stronger effect; one-dose inhibition, % at 4 µM; EC50 in µM for titrated hits; 290,000 tested, 1% active; in the data active = inhibition mostly above about 36%, no sharp cut-off; inactive = mostly below about 34%;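 also: HEK-293T reporter cells stimulated with the NOD1 agonist gamma-tri-DAP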
KOR beta-arrestin-2 = KOR antagonists, beta-arrestin recruitment, cell-based, luminescence, uHTS (AID 1778); 290,000 tested, 0.091% active; Kappa-type opioid receptor (Homo sapiens); inhibition, % at 10 µM; hits with a dose series show IC50 in µM; KOR beta-arrestin recruitment, luminescence, antagonist mode; higher % means a stronger effect; also: strong numbers were not always called active
Salmonella PhoP GFP = inhibitors of PhoP regulon expression, primary screen, Salmonella Typhimurium, GFP reporter (AID 1863). S. Typhimurium PhoP-regulated promoter GFP reporter, 4 h; higher % means a stronger effect. inhibition, % at 50 µM; hits with a dose series show IC50 in µM. 300,000 tested, 0.16% active;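 active = inhibition over 29.93%, a cutoff 3 SD above the screen mean, later confirmed by dose response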;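 also: 0% = low Mg2+ inducing control and 100% = high Mg2+ repressing control; strong numbers were not always called active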
Myeloid diff MLP = induction of myeloid progenitor differentiation, primary screen, cell-based, flow cytometry, MLPCN library. ER-HoxA9 myeloid progenitors, lysozyme-GFP differentiation. 360,000 tested, 1% active. calls only at 10 µM. AID 624256, 2012;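 active = normalized GFP-positive differentiation at or above the plate's own cutoff, the solvent-only control mean plus 3 SD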;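 also: cells exposed to compound for four days before flow analysis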
HEK293 NOD2/NF-kB = NOD2 signaling inhibitors, cell-based, luminescence, uHTS, HEK293 (AID 1566). HEK293 NOD2/NF-kB luciferase reporter, luminescence; higher % means a stronger effect. inhibition, % at 4 µM; hits with a dose series show EC50 in µM. 290,000 tested, 0.63% active; also: many of its hits are not listed in these tables
Myeloid diff MLP GFP+ MAC1+ % = also measured in Myeloid diff MLP; calls as there; GFP+ MAC1+ double positive, %; measured here: differentiation confirmed by MAC1 staining
* hit, by the source's call; i = inactive; . = not tested or not shown; + = active, no number; [ ] = remark or other dose. Rule as the data show it, unless noted: active = inhibition above about 50%; inactive = the rest. This is a subset (hit frequency here may not be typical).

#	mol	LYP inhibition	KOR beta-arrestin-1	SIAH1 antagonists	HIV fusion peptide	NOD1 NF-kB reporter	KOR beta-arrestin-2	Salmonella PhoP GFP	Myeloid diff MLP	Myeloid diff MLP GFP+ MAC1+ %	HEK293 NOD2/NF-kB
1	COc1cc2c(cc1OC)CN(c1nc(-c3cccnc3)nc3ccccc13)CC2	0.4%	3.4%	-8.3%	0.7%	31.4%	1.0%	6.0%	i	0.8	5.9%
2	COCCOC(=O)c1c(NC(=O)CN2CCc3ccccc32)sc(C(N)=O)c1C	-2.3%	0.7%	-0.1%	-1.5%	-10.8%	32.8%	9.8%	i	0.6	-5.0%
3	COc1ccc(NC(=O)C(CC(=O)O)Cc2ccccc2)cc1 (stereo not given)	-9.2%	-1.8%	-1.2%	-0.8%	-41.6%	-39.2%	-20.6%	i	0.5	2.2%
4	Cc1ccccc1C(=O)c1cccn1CC(=O)NCCCN1CC(C)CC(C)C1 (stereo not given)	-11.6%	2.1%	-2.4%	0.8%	-7.4%	-19.9%	-1.4%	i	3.1	1.4%
5	COc1ccc(CCN2C(=O)C(Oc3ccccc3C)C2c2ccc3c(c2)OCO3)cc1 (stereo not given)	2.1%	4.5%	-5.3%	-3.2%	32.1%	-11.0%	-16.3%	i	0.2	22.2%
6	O=C(c1cn[nH]c1)N1CCc2c([nH]c3ccccc23)C1c1c(F)cccc1Cl (stereo not given)	-7.9%	-3.3%	2.6%	-1.2%	-3.3%	-1.2%	-2.8%	i	0.6	-1.7%
7	O=C(NNC(=O)c1cc(Cl)ccc1O)c1cccs1	1.5%	5.8%	-2.7%	14.5%	-57.7%	2.6%	1.7%	i	0.5	-16.0%
8	COc1ccc(CC(=O)O/N=C(\N)Cc2cccc3ccccc23)cc1OC	1.4%	2.8%	8.8%	1.3%	-19.8%	20.1%	-2.4%	i	0.3	11.6%
9	COc1cccc(CNCCN2CCOCC2)c1OC	-11.5%	3.5%	-0.7%	1.0%	-13.3%	-24.5%	-3.3%	i	1.0	6.8%
10	O=C(CSc1ccccn1)N1CCCC(Nc2ccccc2)C1 (stereo not given)	-3.4%	4.3%	-0.3%	-0.8%	-34.7%	27.3%	.	i	2.2	5.6%
11	COC(=O)CCNCCSc1nnc(-c2ccco2)n1Cc1ccccc1	-9.3%	-0.5%	0.8%	3.3%	-0.3%	0.1%	-1.3%	i	0.2	22.1%
12	COc1ccc(S(=O)(=O)Nc2ccc3c(c2)n(C)c(=O)n3C)cc1OC	-3.2%	-1.5%	3.1%	0.5%	-14.7%	-33.2%	1.4%	i	0.8	18.2%
13	CC1(C)CC(=O)c2cnc(N3CCc4ccccc43)nc2C1	-6.3%	8.2%	-0.5%	-3.7%	-2.5%	-10.6%	2.4%	i	0.6	-158.3%
14	Cn1nc(-c2ccc(Cl)cc2)c2cc(C(=O)NCC3CCCO3)sc21 (stereo not given)	-2.1%	2.4%	0.2%	-1.2%	-15.1%	1.0%	5.6%	i	3.2	-23.4%
15	FC(F)(F)c1cc(Cl)c2nc(-c3ccccc3)cn2c1	-2.6%	-0.2%	0.6%	-3.0%	-45.4%	-13.6%	0.8%	i	1.8	-199.2%

Entries by screen from the entries so far:
KOR beta-arrestin-1 for nos. 5–8: 4.5%, -3.3%, 5.8%, 2.8%

(continued)
#	mol	LYP inhibition	KOR beta-arrestin-1	SIAH1 antagonists	HIV fusion peptide	NOD1 NF-kB reporter	KOR beta-arrestin-2	Salmonella PhoP GFP	Myeloid diff MLP	Myeloid diff MLP GFP+ MAC1+ %	HEK293 NOD2/NF-kB
16	CCCN1CCC(=O)N([C@H](CSc2ccccc2)c2ccccc2)CC1	-2.8%	1.0%	-1.4%	1.9%	7.3%	-13.9%[20 µM]	7.2%	i	2.0	-23.5%
17	CC(C)Cc1cc(C(=O)Nc2cc(Br)ccc2O)no1	1.9%	-0.3%	7.1%	-0.2%	-31.2%	27.3%	4.9%	i	1.9	-44.0%
18	COc1ccc(-c2ccc(CCC(=O)O)n2NC(N)=O)cc1	-6.4%	2.1%	0.2%	-0.9%	3.2%	-5.8%	-3.4%	i	0.1	12.4%
19	C=CCn1c(SCC(=O)NC2CCCCC2)nnc1C1CCCCC1	-7.6%	1.0%	3.4%	-1.8%	12.0%	-2.3%	1.5%	i	0.6	18.4%
20	CC(=O)c1c(C)[nH]c(C(=O)OC2CCCCC2=O)c1C (stereo not given)	-3.9%	-8.0%	2.9%	2.9%	-34.5%	-15.0%	4.8%	i	1.1	7.7%
21	COc1ccc(-c2nn(-c3ccccc3)cc2C#N)cc1	-8.6%	-6.9%	-1.8%	7.0%	-21.9%	9.9%	9.7%	i	0.5	-31.5%
22	CNC(=O)COc1ncnc2sccc12	-7.6%	40.3%	-0.7%	0.3%	-14.9%	1.1%	-3.2%	i	1.5	2.5%
23	Cc1ccc(C(=O)CSc2nc3cc(S(=O)(=O)N4CCOCC4)ccc3o2)cc1	-4.4%	4.2%	3.0%	5.8%	-9.9%	-36.9%	-2.4%	i	1.6	8.9%
24	S=C(Nc1cccc(Cl)c1Cl)NC1CCN(Cc2ccccc2)CC1	-12.0%	-1.6%	1.3%	-0.8%	-17.6%	2.0%	4.8%	i	0.7	8.7%
25	Cc1ccc(S(=O)(=O)N2CCCCC2)cc1NC(=O)CSc1ccc2c(c1)OCCO2	4.9%	0.8%	12.1%	6.0%	-23.5%	18.8%	6.3%	i	0.5	9.9%
26	Cc1ccc(CNc2ccc(N3C(=O)CCCC3=O)cc2[N+](=O)[O-])cc1	-5.2%	-0.4%	-0.6%	-1.2%	9.7%	-24.5%	-11.1%	i	1.0	3.8%
27	O=C(CSc1nnc(-c2cccs2)o1)N1CCCc2ccccc21	1.8%	0.7%	4.2%	1.3%	-39.7%	38.4%	-5.9%	i	1.1	0.4%
28	O=C(Nc1cc(SCC(O)CO)cc([N+](=O)[O-])c1)c1ccc(-n2cnnn2)cc1 (stereo not given)	-7.6%	-7.2%	1.6%	-1.0%	-5.6%	5.8%[20 µM]	2.6%	i	0.1	1.7%
29	COc1cc(-c2noc(C)c2C#Cc2nccn2C)cc(OC)c1OC	1.8%	1.4%	2.4%	-0.1%	-7.4%	-19.0%[20 µM]	-2.7%	i	0.5	-4.2%
30	CCCN1C(=O)N(C)C(N(O)C(=O)NC)C1(C)C (stereo not given)	-3.2%	-3.1%	5.4%	-2.4%	.	3.5%	4.3%	i	0.0	19.2%
31	COc1cccc(-c2cc(C(=O)Nc3nc4ccccc4s3)c3ccccc3n2)c1	-2.5%	0.8%	-1.4%	-2.1%	27.5%	-31.2%	-7.4%	i	3.9	5.6%
32	Cc1ccc(S(=O)(=O)NNC(=O)c2cccnc2)cc1	-8.2%	6.8%	-3.6%	-1.0%	4.8%	-37.4%	-8.9%	i	0.3	0.6%
33	O=C(NNC(=O)c1sccc1-n1cccc1)c1ccccc1	-8.5%	-5.2%	-1.7%	-0.7%	2.1%	-142.5%	-7.5%	i	0.6	22.7%
34	O=C(c1nn2cccnc2c1Cl)N1CCN(c2ccccc2)CC1	-0.3%	-2.2%	-1.6%	-0.4%	-20.4%	-24.0%	-6.2%	i	0.8	1.8%
35	COC(=O)c1cc(S(=O)(=O)N2CCOCC2)ccc1Sc1ccccc1N	-4.0%	6.3%	-0.4%	-1.3%	-2.6%	-22.8%	18.7%	i	12.9	6.5%
36	CCn1c(SCC(=O)Nc2ccc3c(c2)OCO3)nc2c(c1=O)SC(C)C2 (stereo not given)	-6.5%	2.0%	-2.5%	1.8%	9.1%	3.5%	5.2%	+	9.9*	13.0%
37	Cc1ccc(C)c(S(=O)(=O)Nc2ccc(O)c3ccccc23)c1	-11.0%	-1.0%	1.4%	-2.2%	49.3%	-6.6%[20 µM]	1.3%	i	1.1	47.9%
38	Cc1ccc(NC(=O)CSc2nccn2Cc2ccco2)cc1	-9.2%	4.8%	3.9%	-2.2%	-2.2%	-7.5%	-6.4%	i	0.8	-20.0%
39	COc1cc(OC)c(/C=N/NC(N)=S)cc1Br	-6.2%	5.2%	11.3%	-1.1%	-10.5%	4.8%	-2.5%	i	0.1	19.8%
40	CSCC[C@H](NC(=O)Nc1ccccc1C)C(=O)O	-7.0%	6.7%	7.4%	1.1%	6.8%	28.7%	-9.3%	i	0.2	21.3%
41	C/C(=N/NC(=O)c1cc(C(C)C)[nH]n1)c1cccs1	0.7%	-4.7%	1.1%	2.8%	-36.7%	31.1%	-5.9%	i	1.0	-62.1%
42	Cc1cnc(C(=O)Nc2ccc(S(=O)(=O)NCC(C)C)cc2)cn1	-0.4%	.	2.6%	1.4%	-38.3%	-21.1%[20 µM]	11.4%	i	1.0	6.9%
43	O=C(COc1ncnc2cc([N+](=O)[O-])ccc12)NC(=O)NC1CCCCC1	-2.0%	-3.6%	5.2%	0.0%	-36.3%	2.7%	6.1%	i	1.0	10.0%
44	CC1=CC(c2ccccc2)n2nc(NC(=O)CCCC(=O)O)nc2N1 (stereo not given)	-5.0%	2.6%	-1.0%	0.5%	-12.8%	-38.1%	-4.3%	i	1.3	-10.8%
45	COc1cc(C(C)=O)ccc1COc1ccc(C(=O)OCC(=O)NC(C)(C)C)cc1OC	-5.4%	-2.5%	-2.4%	-0.2%	-12.7%	-25.8%	1.1%	i	0.5	9.7%

3 entries already listed, sorted by the value under SIAH1 antagonists, falling:
#	structure	SIAH1 antagonists
39	COc1cc(OC)c(/C=N/NC(N)=S)cc1Br	11.3%
43	O=C(COc1ncnc2cc([N+](=O)[O-])ccc12)NC(=O)NC1CCCCC1	5.2%
29	COc1cc(-c2noc(C)c2C#Cc2nccn2C)cc(OC)c1OC	2.4%

Other records follow:
#	mol	LYP inhibition	KOR beta-arrestin-1	SIAH1 antagonists	HIV fusion peptide	NOD1 NF-kB reporter	KOR beta-arrestin-2	Salmonella PhoP GFP	Myeloid diff MLP	Myeloid diff MLP GFP+ MAC1+ %	HEK293 NOD2/NF-kB
46	Cc1cc(NC(=O)c2cc(CC(C)C)on2)n(-c2ccccc2)n1	-4.3%	-3.2%	4.5%	2.5%	-14.8%	-7.0%	-3.9%	i	1.1	7.3%
47	Cc1ccc(S(=O)(=O)N2CCN(C(=O)c3ccccc3)C2)cc1[N+](=O)[O-]	-5.4%	-1.4%	-1.1%	-0.4%	-12.4%	-23.2%	-4.4%	i	0.2	18.9%
48	Cc1cccc(Cl)c1OCCCN1CCOCC1	-7.8%	-3.8%	3.0%	1.1%	12.4%	-28.8%	-3.1%	i	0.7	10.7%
49	CC1CCN(C(=O)CSc2nnc(CNC(=O)COc3ccc(Cl)cc3)o2)CC1	-3.9%	-8.2%	1.3%	1.5%	5.0%	-1.2%	-2.1%	i	0.3	6.0%
50	NC(=O)COC(=O)CC12CC3CC(CC(Br)(C3)C1)C2	-6.3%	0.5%	0.0%	-0.1%	-36.8%	2.2%	-5.0%	i	0.8	2.1%
51	COc1ccc2nc(/N=C/c3c(C)[nH]n(-c4ccc(C)cc4C)c3=O)sc2c1	-4.9%	-4.1%	0.5%	1.1%	-12.9%	2.2%	5.5%	i	0.9	0.8%
52	O=C(N/N=C/c1cc([N+](=O)[O-])ccc1O)C1C2CCCCC21 (stereo not given)	-3.7%	-11.0%	0.0%	4.1%	-14.1%	6.1%[20 µM]	-0.3%	.	.	4.5%
